# core dimer inh – HCV core protein dimerization inhibition | AID 1899 | 300,000 compounds, 0.33% hits | inhibition, % at 5 µM | TR-FRET GST/Flag-core106 dimerization, 1536-well;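 active means inhibition above the mean of all tested compounds plus 3 SD, set per screening campaign, cut at about 45% in these data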
#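 assay system = GST-tagged and Flag-tagged HCV core protein residues 1-106 | controls = unlabelled core106 and no-GST-core106 wells | incubation = compound-protein-antibody incubation 4 h at 22.5 °C | probe or stimulus = Eu donor and XL665 acceptor anti-tag antibodies | read-out = % inhibition based on acceptor/donor emission ratio | signal = TR-FRET 671 and 617 nm emission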
# procasp3 activ – procaspase-3 (human) activation; AID 463141; activation, % at 8.5 µM; P42574; 330,000 compounds, 0.11% hits; recombinant procaspase-3 D3A, Ac-DEVD-pNA absorbance 405 nm;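 active means activation above the mean of all tested compounds plus 3 SD, cut at about 21% in these data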;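 further: 0% = DMSO alone and 100% = DMSO wells spiked with extra 5 µM PC-3 D3A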
# Target sequence (P42574 whole entry D9A/D28A/D175A): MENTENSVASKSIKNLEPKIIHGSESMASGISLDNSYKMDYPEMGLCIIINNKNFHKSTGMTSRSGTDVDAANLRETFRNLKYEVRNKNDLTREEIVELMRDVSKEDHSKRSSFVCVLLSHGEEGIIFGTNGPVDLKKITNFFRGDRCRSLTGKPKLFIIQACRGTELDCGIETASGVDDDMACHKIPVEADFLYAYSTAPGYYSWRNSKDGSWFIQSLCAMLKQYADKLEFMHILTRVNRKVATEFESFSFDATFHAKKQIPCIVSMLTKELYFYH
#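 material = Procaspase-3 D3A mutant | probe or stimulus = Ac-DEVD-pNA | compound = single dose, 8.5 µM nominal compound, 0.8% DMSO | timing = 1 h preincubation, 2 h reaction | measured by = 405 nm absorbance of p-nitroaniline, reads at 0 and 120 min | benchmarks = DMSO-only low control, 5 µM PC-3 D3A high control | repeats = singlicate, each compound tested once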
# procasp7 counter – activates human procaspase-7, counter-screen for procaspase-3 activators. activation, % at 8.5 µM. 330,000 compounds, 0.093% hits. P55210. recombinant procaspase-7, Ac-DEVD-pNA absorbance 405 nm; D23A/D198A/D206A triple mutant, cannot self-cleave; scale: DMSO 0, 5 µM enzyme 100;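 active means percent activation above the screen-wide mean plus 3 SD, cut at about 25% in these data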
# Target sequence (P55210 whole entry D23A/D198A/D206A): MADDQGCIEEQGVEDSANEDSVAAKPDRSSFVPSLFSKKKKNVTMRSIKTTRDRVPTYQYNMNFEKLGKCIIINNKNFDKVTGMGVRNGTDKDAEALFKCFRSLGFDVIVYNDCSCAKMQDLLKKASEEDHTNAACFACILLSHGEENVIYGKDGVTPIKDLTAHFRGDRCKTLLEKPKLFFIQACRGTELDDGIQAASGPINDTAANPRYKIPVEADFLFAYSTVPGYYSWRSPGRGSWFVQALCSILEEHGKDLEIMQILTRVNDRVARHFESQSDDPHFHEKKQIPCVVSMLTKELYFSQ
#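 Detection: p-Nitroaniline absorbance at 405 nm, read at 0 and 120 min; system: Uncleavable procaspase-7 mutant enzyme; evaluation: % activation from two-timepoint absorbance difference, scaled to controls; times: 1 h enzyme–compound preincubation and 2 h substrate reaction, both 25 °C; buffer or medium: Zinc-free HEPES pH 7.4 with 300 mM NaCl, 0.01% Triton X-100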
# AHR activator – activators of human aryl hydrocarbon receptor; AHR-responsive luciferase reporter cells, luminescence; activation, % at 5 µM; AID 2796; 320,000 compounds, 2.5% hits; P35869; in the data active means activation above about 47%;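 further: 0% = vehicle wells and 100% = reference agonist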
# PAFAH2 FP inh – PAFAH2 (human) inhibition; Q99487; recombinant PAFAH2, FP-rhodamine activity probe, fluorescence polarization; inhibition, % at 3.39 µM; 340,000 compounds, 0.99% hits;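 active means inhibition above the mean over all tested compounds plus 3 SD, cut at about 30% in these data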;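 further: inhibitors block probe labeling of enzyme so polarization drops; 0% = enzyme with DMSO and 100% = wells lacking PAFAH2 protein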
# PP1 inh – counter-screen for PP5 inhibitors: inhibitors of human PP1-alpha | purified PP1alpha, OMFP fluorescence | AID 2235 | P62136 | 320,000 compounds, 0.9% hits | inhibition, % at 6.7 µM;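 active means inhibition above the mean inhibition of all tested compounds plus 3 SD, computed separately for each screening campaign, cut at about 15% in these data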
# Fh CTSL1 inh – cathepsin L1 inhibition, PFM18AAP counter-screen. recombinant F. hepatica cathepsin L1, Z-Leu-Arg-MCA fluorescence. inhibition, % at 5.96 µM. 300,000 compounds, 0.49% hits. AID 1906;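 active means inhibition above the mean of all tested compounds plus 3 SD, set per screening campaign, cut at about 17% in these data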;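 further: 0% = plate median of test compound wells and 100% = 1 µM Z-Phe-Ala-diazomethylketone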
# TPT1 inh – inhibitors of Candida albicans tRNA 2'-phosphotransferase TPT1 | inhibition, % at 5 µM | 300,000 compounds, 0.81% hits | recombinant caTPT1, FP RNA substrate dephosphorylation | AID 1962;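 active means inhibition above the mean of all tested compounds plus 3 SD, set per screening campaign, cut at about 24% in these data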;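 further: plate controls were DMSO alone for no effect and ferristatin control at 100 nM for full effect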
# PP5 inh – inhibitors of human protein phosphatase 5 (PP5). P53041. 320,000 compounds, 0.18% hits. AID 1987. purified PP5c, OMFP substrate fluorescence. inhibition, % at 6.7 µM;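 active means inhibition above the campaign's mean inhibition across all tested compounds plus 3 SD, cut at about 9.5% in these data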;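 further: 0% = DMSO only and 100% = 100 µM cantharidin control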
# Target sequence (P53041 whole entry, looked up): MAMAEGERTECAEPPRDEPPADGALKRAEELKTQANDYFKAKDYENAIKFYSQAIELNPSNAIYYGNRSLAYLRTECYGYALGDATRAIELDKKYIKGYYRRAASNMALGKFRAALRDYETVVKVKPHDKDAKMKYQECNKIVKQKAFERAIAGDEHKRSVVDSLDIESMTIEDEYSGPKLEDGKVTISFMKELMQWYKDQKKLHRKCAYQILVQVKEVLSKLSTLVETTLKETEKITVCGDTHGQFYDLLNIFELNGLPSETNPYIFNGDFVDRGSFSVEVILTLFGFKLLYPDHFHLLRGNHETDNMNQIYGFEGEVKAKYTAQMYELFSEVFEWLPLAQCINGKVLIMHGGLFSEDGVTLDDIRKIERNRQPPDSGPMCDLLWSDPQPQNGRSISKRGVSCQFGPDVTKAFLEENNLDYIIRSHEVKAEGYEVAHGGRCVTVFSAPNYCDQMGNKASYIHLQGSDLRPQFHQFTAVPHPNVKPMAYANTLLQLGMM
# The depositor's hits bear a star; nt = not tested or not shown.
SMILES,core dimer inh,procasp3 activ,procasp7 counter,AHR activator,PAFAH2 FP inh,PP1 inh,Fh CTSL1 inh,TPT1 inh,PP5 inh
COc1ccc(/C=N\NC(=O)c2sccc2C)cc1Cn1nc(C)cc1C,5.8,2.9,-1.7,57.3*,3.3,0.1,-7.3,3.7,1.4
COc1ccc(-c2nc(SC(C)C(=O)Nc3ccc(NC(C)=O)cc3)n[nH]2)cc1 (stereo unspecified),-0.1,9.1,10.9,10.7,0.4,-5.9,-1.2,1.8,-1.7
CCCCNC(=O)c1ccc(CS(=O)(=O)c2ccc(OC)cc2)o1,-6.7,1.7,2.3,2.2,-8.5,2.8,0.3,1.7,-0.3
CCc1ccc(S(=O)(=O)c2nnn3c2nc(N2CCOCC2)c2ccccc23)cc1,8.0,0.4,1.3,0.9,-1.6,-3.9,-2.9,1.7,2.8
C=C(C)C1CC=C(C)/C(=N/NC(=O)c2ccc(NC(=O)CCC)cc2)C1 (stereo unspecified),-0.1,-5.5,-2.5,25.4,-2.6,-1.3,-13.2,-2.9,1.0
COc1cc(NS(=O)(=O)c2ccc(NC(=S)NC(=O)COc3ccccc3OC)cc2)nc(OC)n1,6.4,-7.5,-0.8,-0.5,4.0,2.9,5.2,-0.8,0.3
Cc1cc(C(=O)COC(=O)C23CC4CC(CC(O)(C4)C2)C3)c(C)n1C,nt,9.9,0.0,-1.9,0.8,nt,nt,nt,nt
CCN(CC)CCNC(=O)c1ccc(NC(=O)c2ccc(C(=O)c3ccccc3)cc2)cc1,-10.6,-7.5,4.8,7.8,-1.4,-7.8,2.0,1.7,1.4
CCn1c(C(=O)OC)cc2c1ccn2-c1ccc(F)cc1,-18.5,-1.8,-0.4,38.9,0.2,3.0,3.2,0.0,4.3
O=C(/C=C/c1ccc([N+](=O)[O-])cc1)NC1CC2CCC1C2 (stereo unspecified),-2.8,4.2,-0.5,2.9,-1.6,-1.6,2.8,2.5,2.8
COC(=O)CSc1nnc(-c2ccncc2)n1N,-1.6,1.4,8.8,-0.4,-5.9,-2.3,3.5,-1.7,-3.8
Cc1ccc(NC(=S)NCc2ccccc2)cc1S(=O)(=O)N1CCCCC1,-1.9,-5.0,-0.1,2.3,-10.2,-2.5,-1.4,0.1,-0.3
O=C(CSc1ccc([N+](=O)[O-])cc1)Nc1cccc(S(=O)(=O)N2CCOCC2)c1,nt,8.7,0.3,-0.7,-5.4,nt,nt,nt,nt
O=C(Cc1c(Cl)cccc1Cl)N1CCN(S(=O)(=O)c2cccs2)CC1,nt,1.4,-6.6,-0.1,7.9,-2.0,nt,nt,0.7
COCCN(CCOC)S(=O)(=O)NC[C@H]1O[C@@H](n2cnc3c(N)ncnc32)[C@H](O)[C@@H]1O,nt,8.9,3.9,1.0,4.5,nt,nt,nt,nt
CC1(C)CC(=O)c2cc(OCC(=O)N3CCN(c4ccccc4F)CC3)ccc2O1,3.2,4.5,5.7,12.2,-7.4,2.6,1.6,-1.6,1.8
CC(=O)Nc1c(Cl)n(C(C)=O)c2ccccc12,-4.7,5.5,16.3,37.2,4.1,1.4,1.3,1.8,-1.4
COC(=O)C1=C(C)N(C(C)C)C(=O)C1(NC(C)=O)C(F)(F)F (stereo unspecified),-0.1,-2.5,9.7,-2.0,-4.6,1.3,4.3,-4.4,-1.6
O=C(CCC(=O)N1CCN(c2ccccc2F)CC1)c1ccc(Cl)s1,nt,6.4,9.1,18.8,15.0,nt,nt,nt,nt
COc1ccc(C(CNC(=O)c2c(C)nn(Cc3ccc(C)cc3)c2Cl)N2CCOCC2)cc1 (stereo unspecified),nt,7.3,2.3,0.2,4.8,-1.3,nt,nt,1.0
CCOc1ccc(C(C)=O)cc1N1C(=O)C2C3C=CC(O3)C2C1=O (stereo unspecified),-1.1,-20.0,-45.9,1.4,-2.1,-1.6,0.1,1.7,1.5
Cc1oc2ccc(OCc3ccc(F)cc3)cc2c1C(=O)O,0.9,8.4,-11.1,3.0,-1.6,4.2,0.1,-3.5,-0.2
COc1ccc(Cl)cc1C(=O)NNC1CC(=O)N(Cc2ccc(Cl)cc2)C1=O (stereo unspecified),19.2,1.9,4.5,11.3,-3.0,4.8,-0.7,1.7,2.3
Cc1ccc(C)c(OCc2cc(C(=O)N3CCN(C(=O)c4ccco4)CC3)no2)c1,9.2,-4.4,2.4,7.8,-2.5,-1.9,2.9,2.8,0.2
COc1ccc2cc(Br)ccc2c1CC(=O)NC(C)C,11.9,-2.0,8.1,10.1,-4.9,-5.3,0.0,-4.0,-0.2
COc1cccc(-c2c[nH]c(=O)[nH]c2=O)c1,-1.2,3.2,-1.5,3.4,3.0,-2.7,0.5,0.9,1.7
CCOc1cccc(/C=N/N2C(C)CCCC2C)c1O (stereo unspecified),2.0,-5.2,0.3,6.8,-11.0,-4.4,0.2,2.6,0.9
O=C(Nc1cc(C(F)(F)F)ccc1Cl)c1cc(C2CC2)on1,1.7,1.8,12.1,20.4,0.1,0.1,10.4,-1.3,0.4
CCOC(=O)CCNC(=O)N1CCC(CCC(=O)NCc2ccc(F)cc2)CC1,-7.6,6.1,-14.9,-2.0,4.7,-0.4,1.2,-0.1,4.0
CCOC(=O)C1=C(C)NC(=O)NC1c1ccc(OCC(=O)OC)c(OC)c1 (stereo unspecified),-1.5,-4.0,4.2,0.4,4.6,-0.5,-1.6,-3.3,-0.7
COc1ccc(NC(=O)CCn2c(=S)[nH]c3ccccc3c2=O)cc1,-4.9,10.3,-6.8,-3.6,-5.1,1.1,-0.7,-1.8,-1.3
O=C(NCCN1CCCC1)C1CCN(S(=O)(=O)N2CCC3(CC2)OCCO3)CC1,2.1,2.9,12.1,-4.0,-1.9,-4.2,-2.4,1.0,2.5
Cc1ccc(NC(=O)Nc2sc(=S)n(C)c2C)cc1,0.1,-6.7,-17.2,29.9,-2.6,-1.2,-1.1,2.3,0.5
CCOC(=O)c1sc(=S)n(-c2cccc(C(F)(F)F)c2)c1SC,-13.2,-2.4,1.2,20.8,-2.4,2.1,-1.1,0.1,-1.7
COc1ccc(CN(Cc2ccccn2)C(=O)CN2C(=O)C(C)Oc3ccccc32)cc1 (stereo unspecified),1.2,9.2,1.2,3.9,-6.7,4.3,-0.3,-0.6,3.2
Cc1noc(C)c1COc1ccccc1C(=O)N(C)CC(=O)Nc1ccc(F)cc1,-0.9,8.4,0.3,-1.0,2.9,-2.5,7.7,3.0,-1.5
O=C(CN(Cc1ccc(Cl)cc1)S(=O)(=O)c1ccccc1)NCC1CCCO1 (stereo unspecified),-6.6,4.2,2.8,-2.4,4.0,-1.9,2.4,-1.9,-2.4
COc1cc(C(=O)Nc2cccc(-n3cnnn3)c2)cc(Cl)c1OC,14.4,1.0,-0.8,8.0,-14.0,-6.3,-1.5,-13.1,3.8
Cc1cc(OCC(=O)N(C(C)C)C(C)C)ccc1Cl,0.8,3.6,5.3,1.9,3.5,1.1,0.7,0.1,1.4
COc1ccc(CCNCc2c(OC)ccc3ccccc23)cc1OC,-18.1,-1.5,-4.9,4.2,0.3,2.1,4.1,-4.9,1.8

# Filtered by structure, the compounds so far with a nitro group on carbon.
SMILES,core dimer inh,procasp3 activ,procasp7 counter,AHR activator,PAFAH2 FP inh,PP1 inh,Fh CTSL1 inh,TPT1 inh,PP5 inh
O=C(/C=C/c1ccc([N+](=O)[O-])cc1)NC1CC2CCC1C2 (stereo unspecified),-2.8,4.2,-0.5,2.9,-1.6,-1.6,2.8,2.5,2.8
O=C(CSc1ccc([N+](=O)[O-])cc1)Nc1cccc(S(=O)(=O)N2CCOCC2)c1,nt,8.7,0.3,-0.7,-5.4,nt,nt,nt,nt

# Next structures:
SMILES,core dimer inh,procasp3 activ,procasp7 counter,AHR activator,PAFAH2 FP inh,PP1 inh,Fh CTSL1 inh,TPT1 inh,PP5 inh
C=CCOc1ccc(CNC(C)(C)CO)cc1OCC,-2.6,-2.5,9.5,-0.8,13.0,-4.5,-3.0,0.2,1.1
CCCCNC(=O)c1sc(=S)n(-c2ccccc2OC)c1N,-5.6,-10.1,3.0,3.2,6.5,-1.2,0.9,1.5,1.9
CCCN(Cc1ccccc1)C(=S)Nc1ccc(OC(F)F)cc1,4.2,-5.3,-2.4,8.2,-13.4,-0.8,-2.3,-3.9,3.2
O=C(OCc1ccc([N+](=O)[O-])cc1Cl)c1cnccn1,-13.0,0.9,-3.4,-2.2,6.4,1.3,-10.2,1.4,-1.1
C=CCOc1ccc(CNc2ccc3[nH]c(=O)[nH]c3c2)cc1OCC,-15.2,-3.1,-6.2,5.5,-2.0,-3.4,4.8,0.9,1.6
O=C1Nc2cc(C(=O)NCCCN3CCCC3)ccc2S/C1=C\c1ccccc1,-6.4,-3.5,7.4,-0.8,-6.7,1.8,5.0,1.1,-0.1
Cc1ccn(CCC(=O)NC2CCCc3c2cnn3-c2cccc(C)c2C)n1 (stereo unspecified),2.7,5.5,19.2,-1.8,2.8,0.2,1.7,-1.6,-1.5
CCn1c(SCC(=O)c2cccs2)nnc1-c1cccs1,-3.4,3.1,-1.8,18.2,2.0,-2.2,-7.5,-0.4,1.6
Cc1cccc(C(=O)OCC(=O)N(C)C(c2ccccc2)c2ccccc2)c1[N+](=O)[O-],nt,-9.6,4.7,0.3,0.4,2.9,nt,nt,2.1
Cc1c(C(c2ccccc2O)c2c(C)n(C)n(-c3ccccc3)c2=O)c(=O)n(-c2ccccc2)n1C,-0.2,5.2,5.3,4.5,-4.7,-5.6,-6.0,-0.4,-0.7
COCCN1CC(O)=C(c2nc3ccccc3c(=O)[nH]2)C1=N,-1.8,-2.5,-4.0,4.9,-0.4,0.2,1.9,11.0,4.7
O=C(CSc1nc(-c2ccc(F)cc2)cs1)Nc1ccccn1,-1.1,0.1,-7.9,-2.3,-25.9,2.5,-2.0,-2.3,0.3
Cc1cccc(OCC(=O)N(Cc2nnc(-c3ccccc3Cl)o2)C2CC2)c1,nt,1.3,-7.6,6.9,-5.4,-1.7,nt,nt,-0.9
O=C(NCCCN1CCCC1)c1ccc2c(c1)N(Cc1ccc(F)cc1)C(=O)c1ccccc1S2=O (stereo unspecified),-5.7,5.8,-4.6,-2.4,-3.0,0.9,-3.7,3.0,2.8
N#C/C(=C1/CCCCCN1)c1nnc2n1CCCCC2,2.3,0.9,0.8,-1.1,3.7,0.4,-2.6,2.7,2.4
CCCCCNC(=O)CSC1=N/C(=C\c2ccc(Cl)c(Cl)c2)C(=O)N1CC,-1.1,5.4,7.4,-0.5,1.4,-1.6,2.3,-5.2,1.9
O=C(C1CCC(Cn2c(=S)[nH]c3ccccc3c2=O)CC1)N1CCN(c2ccccc2)CC1 (stereo unspecified),52.7*,4.0,-4.0,2.4,-8.7,12.9,2.9,3.5,1.5
COc1ccc(CNC(=O)CSc2ncnc3nc[nH]c23)cc1,1.1,2.0,3.2,1.7,-3.0,-2.1,0.1,-1.8,1.1

# Compound activity from PubChem BioAssay.

# Rows were taken by chance; about 5.6% have a hit in one of these screens.
